# Nrf2 inh = Nrf2 qHTS screen for inhibitors; A549 ARE-Fluc reporter, luciferase luminescence, 18-24 h; Potency, µM (series often up to 46 µM), inactives show at the highest dose activity change, negative = inhibition, most hits filed as inhibitors; 360,000 tested, 2.1% active; AID 504444, 2011; also: potency is read from the fitted curve at half-maximal effect; % is scaled to controls: 0 for no effect and ±100 for the full control effect; nearly all actives have a fitted effect of over 60% in size
#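 Nrf2 function is reported as luminescence of an ARE-controlled luciferase in A549 cells. Compounds were tested at several concentrations, and a CellTiter-Fluor read on the same wells flagged cytotoxicity.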
# TGFb inhibitor = qHTS for Inhibitors of TGF-b | HepG2 CAGA-GFP TGF-b/SMAD3 reporter, GFP fluorescence, 18 h; TGF-beta stimulated, 500 pg/mL final | Potency, µM (series often up to 46.1 µM), for inactives: at the highest dose activity, negative = inhibition, hits mostly inhibitors | 410,000 tested, 1.2% active; also: potency is read from the fitted curve at half-maximal effect; % is scaled to controls: 0 for no effect and ±100 for the full control effect; nearly all actives have a fitted effect of over 65% in size
#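 Per well, imaged GFP fluorescence of HEPG2 CAGA-GFP cells gives the signal; cells get compound, then TGF-beta (500 pg/mL final), 18 h at 37 degrees C; %Activity versus -TGF-beta and +DMSO controls.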
# IL2 activator = qHTS of IL-2 Activators; 360,000 tested, 0.065% active; IL-2 activation reporter assay, cell-based qHTS; stimulated with anti-CD3/CD4/CD28 beads; in transgenic mouse T cells; activation, % (series mostly up to about 46 µM); in the data active = activation above about 50%; inconclusive = mostly about 30% to 49%; also: 0% is about no effect
#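 Readout is EGFP and DsRed signal by fluorescent plate cytometry after 18 h at 37 degrees C. Transgenic mouse T cells (750/well) received compound for 60 min before bead stimulation (anti-CD3, anti-CD4, anti-CD28); memory T cells served as non-tolerant control.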
# HepG2 viability = qHTS for Inhibitors of TGF-b: Cytotox Counterscreen | HepG2 CAGA-GFP viability, ATP luminescence, 18 h | AID 588856, 2011 | 410,000 tested, 0.76% active | Potency, µM (titrated, usually from 46.1 µM), for the others: at the highest dose activity change, negative = cytotoxicity, hits mostly cytotoxic; also: potency is read from the fitted curve at half-maximal effect; some results filed as inactive show a strong effect at the top dose
#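 CellTiter-Glo luminescence gave cytotoxicity after 18 hours at 37 degrees C. The cells were HepG2 CAGA-GFP in 1% FBS DMEM, stimulated with 500 pg/mL TGF-beta after compound addition. %Activity was normalised to no-cell wells (complete cell-killing) and DMSO (no toxicity), and curves were fitted and classified.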
# ATXN2 expr inh = Primary qHTS for Inhibitors of ATXN expression | HEK-293 ATXN2-luciferase reporter, luminescence, 24 h | Potency, µM (doses to about 57 µM), for the others: at the top dose activity change, negative = inhibition, usual class: inhibitors | 360,000 tested, 0.72% active | AID 1745845, 2022; also: potency is read from the fitted curve at half-maximal effect; % is scaled to controls: 0 for no effect and ±100 for the full control effect; nearly all actives have a fitted effect of over 55% in size
#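 qHTS (up to 57 uM final) was run with 24 h compound exposure of reporter cells at 37 °C. Each well was multiplexed: SteadyGlo luminescence measured ATXN2-luciferase expression after a fluorogenic Gly-Phe-AFC viability readout (25 uM final).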
# Nrf2 ARE act = qHTS of Nrf2 Activators | AREc32 ARE-luciferase reporter (MCF7-derived line), luminescence, 24 h | Potency, µM (titrated, usually from 46.1 µM), inactives show top-dose activation, hits mostly activators | 410,000 tested, 0.31% active | AID 624171, 2012; also: potency is read from the fitted curve at half-maximal effect; % of control where 0% means no effect; nearly all actives have a fitted effect of over 65% in size
#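 ARE activation measured as luciferase luminescence (Steady-Glo, 30 min RT) in AREc32_Fluc cells after 24 hr compound exposure at 37 deg C, 5% CO2; cells seeded overnight at 1000/well in OPTI-MEM, 5% FBS.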
# S2 tox = Viability Counterscreen for Primary qHTS for Inhibitors of ATXN expression. S2 cells (HEK-293 line with an ATXN2-luciferase reporter) viability, CellTiter-Fluor protease fluorescence, 24 h. Potency, µM (top dose mostly 56.7 µM), usual class: cytotoxic. 400,000 tested, 0.49% active; also: potency is read from the fitted curve at half-maximal effect; nearly all actives have a fitted effect of over 40% in size
# EPAC2 agonist = qHTS for Agonist of cAMP-regulated guanine nucleotide exchange factor 4 (EPAC2): primary screen; Rap guanine nucleotide exchange factor 4 (Homo sapiens), Q8WZA2; EPAC2 activation, biochemical qHTS; response scale: 100% = 6.5 mM cAMP response; Potency, µM (titrated, usually from 154 µM), without a hit: at the top dose activation, usual class: activators; 360,000 tested, 0.079% active; AID 720711, 2013; also: potency is read from the fitted curve at half-maximal effect; nearly all actives have a fitted effect of over 50% in size
# Target sequence (Q8WZA2 whole entry, looked up): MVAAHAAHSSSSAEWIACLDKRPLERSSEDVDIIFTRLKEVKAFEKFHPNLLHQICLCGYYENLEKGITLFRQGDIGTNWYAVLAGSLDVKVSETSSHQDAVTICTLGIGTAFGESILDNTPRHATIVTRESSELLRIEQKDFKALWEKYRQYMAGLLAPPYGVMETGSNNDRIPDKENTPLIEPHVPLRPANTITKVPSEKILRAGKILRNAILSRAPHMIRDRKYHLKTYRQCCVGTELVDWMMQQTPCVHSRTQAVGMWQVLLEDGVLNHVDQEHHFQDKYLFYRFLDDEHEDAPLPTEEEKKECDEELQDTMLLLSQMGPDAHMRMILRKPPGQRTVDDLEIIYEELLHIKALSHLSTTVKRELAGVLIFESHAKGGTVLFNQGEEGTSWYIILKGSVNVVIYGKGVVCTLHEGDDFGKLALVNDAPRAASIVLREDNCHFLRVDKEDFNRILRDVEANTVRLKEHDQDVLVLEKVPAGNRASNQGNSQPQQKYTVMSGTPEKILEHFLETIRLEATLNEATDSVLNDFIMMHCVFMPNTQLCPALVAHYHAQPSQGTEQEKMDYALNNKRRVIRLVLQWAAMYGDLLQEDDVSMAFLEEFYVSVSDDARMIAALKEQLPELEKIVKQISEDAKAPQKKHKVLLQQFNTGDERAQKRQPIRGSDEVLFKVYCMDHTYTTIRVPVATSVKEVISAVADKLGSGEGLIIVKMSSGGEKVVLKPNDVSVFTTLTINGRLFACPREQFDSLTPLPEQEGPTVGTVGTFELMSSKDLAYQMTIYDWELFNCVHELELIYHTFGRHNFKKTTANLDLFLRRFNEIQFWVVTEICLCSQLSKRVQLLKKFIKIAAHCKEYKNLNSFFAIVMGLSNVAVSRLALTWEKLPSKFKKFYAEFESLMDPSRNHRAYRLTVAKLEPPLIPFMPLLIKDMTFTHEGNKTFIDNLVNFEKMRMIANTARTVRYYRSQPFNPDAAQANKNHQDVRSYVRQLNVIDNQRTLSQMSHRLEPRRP
#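 Setup: EPAC2 100 nM, labeled Rap1B complex 250 nM, free GDP 50 uM. Compound titrations pinned in, brief spin, 5 min room temperature incubation. Kinetic fluorescence read over 30 min, normalized to 6.5 mM cAMP.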
# A549 tox = Nrf2 qHTS screen for inhibitors: counterscreen for cytotoxicity. A549 ARE-Fluc cells, CellTiter-Fluor viability, 18-24 h. Potency, µM (highest dose often 46 µM), without a hit: at the highest dose activity change, negative = cytotoxicity, hits mostly inhibitors. 390,000 tested, 0.16% active; also: potency is read from the fitted curve at half-maximal effect; % is scaled to controls: 0 for no effect and ±100 for the full control effect
#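 Cytotoxicity counterscreen: CellTiter-Fluor fluorescence was measured in A549 ARE_Fluc cells after 18-24 h of compound exposure in a concentration series. The subsequent BugLite luminescent read reports ARE-luciferase activity.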
# Active calls of the source: *; i = inactive; ? = inconclusive; nt = no result given; [ ] = dose if it differs, or a comment. Unless noted, calls follow the shape of the dose curve; as a rule, active = well fitted curve in the direction sought with a large enough effect; inconclusive = small, poorly fitted or top-dose-only effect, or another doubt; inactive = no such curve, though single readings can be large; an effect the other way counts as inactive or inconclusive.
SMILES,Nrf2 inh,TGFb inhibitor,IL2 activator,HepG2 viability,ATXN2 expr inh,Nrf2 ARE act,S2 tox,EPAC2 agonist,A549 tox
Cc1cc(Nc2ccc(Cl)cc2)n2cnnc2n1,-10.5%,-3.3%,nt,-2.8%,nt,4.4%,nt,nt,3.1%
CCOC(=O)N1CCN(S(=O)(=O)N2CCCC(C(=O)NCc3ccccc3OCC)C2)CC1 (stereo not given),nt,3.5%,-2.8,-3.6%,nt,2.8%,i,14.1%,nt
CCC(C)c1ccc(S(=O)(=O)N2CCN(C(=O)c3ccc(Cl)c(S(=O)(=O)N4CCOCC4)c3)CC2)cc1 (stereo not given),10.3µM*,?,-0.5,-18.1%,nt,0.6%,i,-0.2%,-10.4%
CCOc1ccccc1NC(=O)C(OC(=O)c1ccccc1O)c1ccccc1 (stereo not given),8.9%,?,-0.3,-7.0%,1.1%,0.3%,i,-0.3%,-3.6%
Cc1ccc(/C=C2\NC(=S)NC2=O)cc1[N+](=O)[O-],-9.8%,9.5%,0.2,-8.0%,18.6%,-0.9%,i,4.2%,-3.6%
CCN(Cc1ccncc1)C(=O)c1ccccc1NS(=O)(=O)c1ccc(F)cc1,-17.9%,3.8%,0.7,16.8%,5.8%,-0.2%,i,8.9%,-1.5%
CCc1ccc(NC(=S)N(Cc2cccc(Br)c2)CC2CCC(C(=O)O)CC2)cc1 (stereo not given),?,-7.2%,0.0,-3.0%,nt,3.6%,i,-10.8%,-27.9%
CC(C)Cc1nnc(NC(=O)C2CCCN(C(=O)c3ccc(Cl)cc3)C2)s1 (stereo not given),nt,-9.6%,2.0,1.2%,nt,-0.9%,i,5.6%,nt
Cc1cc(C)n(CC(=O)N2CCc3ccccc32)c(=O)c1C#N,2.9%,-1.4%,0.0,-10.7%,-1.7%,0.0%,i,11.4%,3.6%
C/C(CC(=O)N1CCN(C=O)CC1)=N\NC(=O)c1cc2ccccc2cc1O,13.0%,0.0%,0.4,2.3%,-3.5%,0.3%,i,-4.1%,-7.1%
O=C(Nc1ccc2c(c1)OCO2)c1ccc(Br)c(S(=O)(=O)N2CCCC2)c1,?,?,-0.1,-3.4%,4.2%,0.5%,i,10.0%,-1.1%
COc1ccc(C(=O)NCc2ccccc2)cc1S(=O)(=O)N1CCCc2ccccc21,-8.3%,0.6%,-1.8,3.4%,15.2%,-0.1%,i,0.8%,2.0%
CCN(CC(=O)Nc1ccccc1C(F)(F)F)C(=O)CCc1c(C)[nH]c(=O)c(C#N)c1C,?,1.0%,-0.3,-8.2%,3.0%,-1.0%,i,0.6%,2.0%
O=C(CSc1nnc(CNC(=O)c2ccccc2F)o1)c1ccccc1,-6.2%,18.8%,-1.1,-13.9%,-10.8%,0.1%,i,7.4%,-5.1%
CCOc1cc(C(=O)Nc2ccc(-c3cn4cccnc4n3)cc2)cc(OCC)c1OCC,?,?,nt,-65.3%,nt,-0.7%,nt,nt,-9.2%
Cc1ccc(C)c(Nc2nc3c(S(=O)(=O)c4ccc(Br)cc4)nnn3c3ccsc23)c1,?,?,nt,-4.2%,nt,0.2%,nt,nt,?
CC12CCC(C(=O)NNc3ccc([N+](=O)[O-])cc3)(CC1=O)C2(C)C (stereo not given),-14.0%,15.7%,1.6,-5.4%,nt,0.6%,i,8.6%,-4.8%
Cc1cccc(NC(=O)c2nc[nH]c2C(=O)N[C@@H](C)C(=O)OCc2ccccc2)c1,6.1%,?,-0.4,-0.7%,0.9%,6.3%,i,-5.5%,-6.0%
O=C(c1cc(-c2ccccc2Cl)on1)N1CCCC1,?,6.4%,1.1,-2.7%,?,1.7%,i,8.1%,-2.5%
O=C(COC(=O)C1CC(=O)N(CCc2ccccc2)C1)c1ccc[nH]1 (stereo not given),9.3%,-0.9%,6.3,-6.1%,-10.2%,0.4%,?,1.0%,0.1%
Cc1ccnc(NS(=O)(=O)c2ccc(NC(=O)CSc3nc(-c4ccccc4)cc(=O)[nH]3)cc2)n1,13.5%,-6.8%,1.1,-17.7%,-10.5%,-0.5%,i,4.0%,6.0%
Cc1cc(C)c(S(=O)(=O)NCCOc2ccccc2)c(C)c1-n1cnnn1,-18.7%,-24.0%,0.6,-24.4%,-24.8%,-0.4%,i,15.8%,8.8%
O=C1NC(=Nc2ccccc2)S/C1=C\c1cccn1-c1ccccc1,?,-21.5%,1.0,-28.0%,19.1%,2.6%,?,-3.4%,?
CCn1c(C)cc(C(=O)CSc2nnc(-c3ccco3)o2)c1C,?,6.2%,-0.3,8.3%,13.1%,2.7%,i,1.6%,2.6%
CC(=O)O[C@@H]1C[C@H](c2ccccc2)OC(=O)CCCCC1=O,nt,nt,2.9,nt,5.6%,-1.0%,i,-0.1%,nt
CCOc1ccc(CCN2C(=S)N([C@@H](CC(C)C)CN3CCCC3CN3C(=S)NC[C@@H]3Cc3ccccc3)C[C@@H]2CC(C)C)cc1 (stereo not given in full),nt,nt,3.0,nt,?,0.0%,?,3.2%,nt
Cc1cccc(-c2nnc(SCC(=O)N3CCOCC3)o2)c1,?,-4.3%,0.2,4.1%,19.4%,3.2%,i,9.0%,-2.6%
O=c1cc(O)c2ccc(O)cc2o1,-29.8%,15.1%,1.5,-7.7%,-10.7%,-1.8%,i,7.5%,-8.1%
FC(F)(F)c1ccc(N2CCN(Cc3ccc4c(c3)OCO4)CC2)nc1,15.2%,-11.0%,-3.3,-14.9%,0.0%,-0.2%,i,7.3%,14.8%
Cc1ccc(NC(=O)Nc2cccc3ccccc23)cc1,-7.2%,-15.4%,-1.2,-12.9%,-1.4%,2.7%,i,4.4%,-0.5%
CCN1C(=NCCOC)N[C@@H](c2cccc(C(F)(F)F)c2)C(C(=O)OC)=C1C,1.7%,10.2%,-0.1,-16.3%,-18.2%,4.7%,i,6.8%,-8.4%
O=C(Nc1nnc(SCc2ccc(F)cc2)s1)c1ccc2ncsc2c1,0.9%,2.8%,0.4,3.0%,6.8%,-0.9%,i,-0.3%,-1.3%
CC(C)CNC(=O)c1cccc(NC(=O)c2ccc(Cl)c([N+](=O)[O-])c2)c1,25.9µM*,?,1.0,-5.0%,2.5%,?,i,3.4%,?
CC(=O)c1ccc(NC(=O)C2CCCN2S(=O)(=O)c2ccc(C)cc2)cc1 (stereo not given),0.0%,8.3%,-2.5,0.6%,3.0%,-0.5%,i,-1.1%,-3.2%
O=C(COC(=O)/C=C/c1ccc(F)cc1)NC1CCCCCC1,5.0%,11.4%,-0.4,-6.1%,-1.4%,0.2%,i,3.1%,10.9%
COc1cc([N+](=O)[O-])ccc1NC(=O)CCCOc1ccccc1,-5.6%,0.9%,-2.6,-4.6%,0.2%,-0.3%,i,5.6%,-5.3%
CC(CNS(=O)(=O)c1ccc(Cl)cc1)n1cncn1 (stereo not given),9.1%,-0.6%,-0.1,-5.9%,0.1%,-0.9%,i,8.6%,2.7%
Cc1ccc(CNC(=O)COc2ccc(C(=O)c3ccc(F)cc3)cc2)cc1,-0.5%,15.9%,0.2,11.5%,-25.9%,-0.5%,?,3.7%,-15.9%
CC1=N/C(=C/c2cc(Br)cc(Br)c2O)C(=O)O1,0.8%,1.2%,2.0,-6.9%,nt,7.3%,i,8.2%,-2.7%
CCc1cnc2c(c1SCC(=O)N1CCC(C)CC1)c(=O)n(C)c(=O)n2C,nt,0.1%,nt,-14.9%,-4.2%,8.3%,?,nt,2.2%
CCCCn1c(N)c(N(CCC(C)C)C(=O)COC(=O)/C=C/c2ccc(F)cc2)c(=O)[nH]c1=O,?,-20.4%,-2.8,-7.9%,-34.5%,0.1%,?,-3.0%,?
CC(C)(C)OC(=O)C[C@@H]1C/C=C\C[C@H](CC(=O)N(CCO)Cc2ccccc2)C(=O)N[C@@H](Cc2ccccc2)COC1=O,20.6%,-22.0%,-0.8,-25.3%,8.7%,0.5%,i,-1.3%,-2.7%
COc1cc(-c2nnn(CC(=O)NC3CCS(=O)(=O)C3)n2)ccc1OCc1ccccc1 (stereo not given),20.6%,1.4%,-1.7,-11.8%,47.7%[activator],0.7%,i,6.9%,0.8%
Cc1c(C(=O)O)oc2ccc(S(=O)(=O)N3CCC(C)CC3)cc12,nt,16.4%,-0.2,-14.3%,-7.2%,-0.3%,i,12.8%,-1.3%
COc1ccc2nc3sc(C(=O)NCCCN4CCc5ccccc5C4)cc3cc2c1,-2.9%,?,-4.1,-57.4%,-23.3%,17.6%,?,19.4%,?
COC(=O)c1ccc(NC(=O)COC(=O)C2CCC2)cc1,2.4%,8.6%,1.6,-2.3%,-8.0%,0.4%,i,0.9%,10.6%
COc1ccc2nc(N(CCN(C)C)C(=O)/C=C/c3cccs3)sc2c1,-25.2%,?,0.1,-90.0%,nt,10µM*,?,0.2%,-3.8%
CCOC(=O)Cn1c(=O)c(-c2cc(Br)ccc2N)nc2ccccc21,0.8%,1.6%,151.8*,-20.7%,-0.3%,?,i,-1.6%,-12.7%
O=C(CCC1N=C2c3ccccc3N=C(SCc3ccccc3F)N2C1=O)NCc1ccccc1 (stereo not given),nt,15.1%,nt,-1.7%,30.1%,3.8%,i,nt,1.3%
CCN1CCCC1CNC(=O)C(=O)NC(C)C (stereo not given),23.1%,13.6%,-2.9,-54.0%,-11.9%,-0.3%,i,4.2%,21.8%

# Screens (PubChem BioAssay)
